# Bioassay records from PubChem BioAssay.
# NCI-60 one-dose screen, 48 h, at 10 µM unless noted. Numbers give growth in % (100 = growth as untreated, 0 = no growth, -100 = all killed).
# SNB-19: SNB-19 CNS cancer cells; hit rate 2.5% among 81,000; AID 1794751
# KM12: KM12 colon cancer cells; AID 1794800; hit rate 5% among 82,000
# HCT-15: HCT-15 colon cancer | hit rate 5.2% among 82,000 | AID 1794746
# HT29: HT29 colon cancer; AID 1794748; hit rate 7.4% among 81,000
# SW-620: SW-620 colon cancer; AID 1794795; hit rate 5.2% among 82,000
# HCT-116: HCT-116 colon cancer | hit rate 7.3% among 82,000 | AID 1794798
# HCC-2998: HCC-2998 colon cancer; hit rate 4.7% among 79,000
# COLO 205: COLO 205 colon cancer | hit rate 7.3% among 79,000 | AID 1794742
# SNB-75: SNB-75 CNS cancer. hit rate 5% among 79,000. AID 1794750
# Starred values were filed as active, the others as inactive; / = not tested or not shown; & = joins results of further samples; ! = not active in a repeat. How the source made its calls: active means growth percent below 10; inactive means the rest.
# Each structure is followed by: SNB-19	KM12	HCT-15	HT29	SW-620	HCT-116	HCC-2998	COLO 205	SNB-75
Cc1nc(Nc2cccc(NC(=O)Nc3ccccc3)c2)c2ccccc2n1
→ 100	105	96	104	113	102	112	118	93
COc1cc(N=Nc2ccc(C)cc2S(N)(=O)=O)c(C)cc1N
→ 93	101	90	105	110	93	/	99	83
CCOC(=O)C1CN(CC)C(=O)C1=O (centres undefined)
→ 103	106	105	103	100	100	106	110	94
Cn1c(=O)c(C#N)c(-c2ccccc2)n2c(S(C)(=O)=O)nnc12
→ 103	108	100	120	107	102	111	124	84
N#CCCOC1C(OCCC#N)C(OCCC#N)C(OCCC#N)C(OCCC#N)C1OCCC#N (centres undefined)
→ 117	110	100	97	/	97	101	114	113
CC1(C)C(C#N)(C#N)C1(C#N)C#N
→ 101	106	100	109	105	115	110	111	106
CCCCCCCSc1nc(N)nc2nc[nH]c12
→ 100	97	94	77	107	91	103	91	111
CCc1c(Nc2ccc(Cl)c(Cl)c2)[nH]c(N)nc1=S
→ 86	83	78	94	93	82	105	94	67
C/C=C(\C)C(=O)O[C@@H]1C2C=C3C4CC(=O)O[C@@H](c5ccoc5)[C@]4(C)CC[C@@H]3[C@@](C)(C2=O)[C@@H]([C@@H](OC(C)=O)C(=O)OC)C1(C)C (some centres undefined)
→ 90	95	96	94	106	100	114	112	101
C=C(C)[C@@H]1CC[C@]2(C)[C@H](CC=C3[C@@H]4CC(C)(C)CC[C@]4(C(=O)N4CCOCC4)CC[C@]32C)[C@@]1(C)CCCN
→ -94*	-82*	-84*	-91*	-65*	-54*	-81*	-93*	-91*
NC(=O)c1c2c(c3cccnn13)C(=O)c1ccccc1C2=O
→ 91	93	96	97	94	102	101	95	72
CCCNCC(=O)Nc1ccc(C(=O)OC(C)(C)CC)cc1
→ 100	104	106	79	105	84	100	/	104
CC(=O)NS(=O)(=O)c1cc(N)ccc1S(=O)(=O)c1ccc(N)cc1
→ 102	108	102	115	106	104	103	116	101
C/C(CCC(=O)O)=N\Nc1nc2ccccc2s1
→ 112	101	106	99	104	101	/	104	70
COc1cc(-c2c(-c3ccccc3)c[nH]c2C(=O)NCCO)c(OC)c2c1OCO2
→ 97	106	104	114	100	94	111	107	84
C=C(CNCCO)[C@@H]1CC[C@]2(CO)CC[C@]3(C)[C@H](CC[C@@H]4[C@@]5(C)CCC(N)C(C)(C)[C@@H]5CC[C@]43C)[C@@H]12 (some centres undefined)
→ 54	25	77	-22*	7.7*	7.8*	-37*	-75*	44
CCCCCSc1oc(-c2ccc(F)cc2)nc1S(=O)(=O)c1ccc(C)cc1
→ 101	92	88	99	94	66	100	102	97
CCCCCCCCc1nc2ccccc2s1
→ 95	100	102	102	98	101	105	110	97
Cn1cc(C2=C(c3cccc4ccccc34)C(=O)NC2=O)c2cccnc21
→ 97	100	102	107	107	99	113	122	74
CC(C)(C)c1ccc(Oc2ccc([N+](=O)[O-])cc2[N+](=O)[O-])c(Br)c1
→ 102	99	81	96	114	80	101	101	81

# As entered above:
# For HCT-15, C/C=C(\C)C(=O)O[C@@H]1C2C=C3C4CC(=O)O[C@@H](c5ccoc5)[C@]4(C)CC[C@@H]3[C@@](C)(C2=O)[C@@H]([C@@H](OC(C)=O)C(=O)OC)C1(C)C (some centres undefined) is entered as 96
# For HCT-15, C/C(CCC(=O)O)=N\Nc1nc2ccccc2s1 is entered as 106

# Back to the main list; the two compounds before the break are reprinted first.
# Each structure is followed by: SNB-19	KM12	HCT-15	HT29	SW-620	HCT-116	HCC-2998	COLO 205	SNB-75
Cn1cc(C2=C(c3cccc4ccccc34)C(=O)NC2=O)c2cccnc21
→ 97	100	102	107	107	99	113	122	74
CC(C)(C)c1ccc(Oc2ccc([N+](=O)[O-])cc2[N+](=O)[O-])c(Br)c1
→ 102	99	81	96	114	80	101	101	81
O=C(c1cc[n+](CCc2ccccc2)cc1)N1CCOCC1
→ 98	107	104	92	105	83	98	91	93
O=C(N/N=C1/C=C(NNC(=O)c2ccncc2)CCC1)c1ccncc1
→ 110	101	95	/	100	103	103	121	101
COc1ccc(CCN2C(=O)C(C)SC2=S)cc1OC (centres undefined)
→ 101	84	92	107	95	100	108	116	112
NS(=O)(=O)c1ccc(-n2ncc3c(Nc4ccccc4)ncnc32)cc1
→ 106	75	72	41	98	96	131	99	105
Cc1oc2ncnc(Nc3cccc(F)c3)c2c1C(=O)O
→ 95	102	101	110	101	103	102	109	86
CCN(CC)c1ccc(C(=NO)c2ccc(N(CC)CC)cc2)cc1
→ 94	73	61	85	79	83	94	110	81
CCN(CC)C(=O)COc1ccc(C=C2C(=O)NC(=O)NC2=O)cc1
→ 100	110	110	113	102	113	116	103	106
O=C1CCSc2c1ccc1ccccc21
→ 106	110	98	116	100	101	109	112	99
O=C1C=CC(=Nc2cccc3c2C(=O)c2ccccc2-3)O1
→ 90	104	96	113	119	86	107	110	74
CCOC(=O)C(Cc1ccc([N+](=O)[O-])cc1)(NC=O)C(=O)OCC
→ 103	100	100	81	99	89	101	112	75
[2H]C1NC([2H])C([2H])(c2ccc(-n3cc4cccc(C(N)=O)c4n3)cc2)C([2H])C1[2H] (centres undefined)
→ 85	84	86	88	72	82	80	79	76
Cc1ccc(C(C(N)=O)C(C(N)=O)c2ccccc2)cc1 (centres undefined)
→ 109	105	110	109	105	101	112	115	114
Cn1cc(-c2nn3cc(-c4ccncc4)nc3s2)c2cc(Br)ccc21
→ 82	66	18	4.5*	42	25	59	47	46
COc1ccc(/C=C2\Oc3cc(OCC(=O)c4ccc([N+](=O)[O-])cc4)ccc3C2=O)cc1OC
→ 103	106	104	121	104	112	121	136	113
C=CCOc1cccc(/C=C2\SC(=S)N(C3CC(=O)N(c4ccc(Cl)cc4)C3=O)C2=O)c1 (centres undefined)
→ 102	100	97	117	103	97	117	121	101
Cc1[nH]c(C(=O)Nc2ccc(C(=O)NCCN)cc2OC(C)C)c(Cl)c1Cl
→ 52	8.2*	34	2.9*	-89*	-50*	-42*	-46*	78
CCNC(=O)Nc1ncccc1OCc1cccc(Cl)c1
→ 106	97	98	98	106	107	108	110	99
O=S(=O)(O)c1ccc(O)cc1
→ 106	111	93	111	112	98	/	116	94
CC(C(=O)c1ccccc1)[n+]1ccccc1 (centres undefined)
→ 99	103	100	94	94	94	105	103	102
Nc1ccn([C@H]2CC[C@@H](CO)O2)c(=O)n1
→ 115	104	101	96	110	100	106	113	126

# The list goes on.
# Each structure is followed by: SNB-19	KM12	HCT-15	HT29	SW-620	HCT-116	HCC-2998	COLO 205	SNB-75
Cc1nc(O)c(C)c(=O)[nH]1
→ 106	97	100	97	112	85	99	/	101
O=C(O)CC1CCCCCC1
→ 97	109	118	100	104	101	100	109	87
CC(=O)/C(=C/n1ccc(=O)[nH]c1=S)C(=O)Nc1ccc(Cl)cc1
→ 99	100	98	92	94	92	101	102	81
Clc1ccc(Cc2nnc3sc(-c4cccnc4)nn23)cc1
→ 93	100	100	102	99	101	105	115	94
CN(C)C1(C(N)=O)CCN(Cc2ccccc2)CC1
→ 105	103	109	100	109	100	107	116	101
COc1cncc(-c2ccc3ncnc(N4CCc5ccc(Cl)cc54)c3c2)n1
→ 105	110	115	114	147	106	122	116	130
CC(=O)OCC1O[C@H](Oc2ccc3c(c2)CC[C@@H]2[C@@H]3CC[C@]3(C)C(=O)CC[C@@H]23)C(OC(C)=O)[C@@H](OC(C)=O)[C@H]1OC(C)=O (some centres undefined)
→ 107	106	103	97	107	100	117	120	98
COc1cc(CC2COC(=O)C2Cc2ccc(O)c(OC)c2)ccc1O (centres undefined)
→ 91	100	89	114	104	102	104	109	72
CC(C)c1[nH]nc2c(NCc3ccc(-c4ccccn4)cc3)nc(SCCN)nc12
→ 12	5.5*	7.2*	-24*	6.0*	5.3*	-23*	-48*	-78*
Cc1c(C(N)=O)sc2nc(SCc3nnc(-c4ccccc4)o3)n(Cc3ccccc3)c(=O)c12
→ 96	97	89	113	102	83	100	97	74
C[C@H](c1nc2ccc(C(=O)O)cc2[nH]1)[C@H]1CC[C@H]2[C@@H]3CCC4=CC(=O)CC[C@]4(C)[C@H]3CC[C@]12C
→ 94	105	100	108	101	101	100	113	86
Cc1ccc(-c2nc(SCC(=O)c3ccc(Br)cc3)nc(Nc3ccc(S(N)(=O)=O)cc3)c2C#N)cc1
→ 105	98	89	107	104	110	109	111	113
O=C(O)CNc1ccc(O)cc1
→ 105	105	102	110	101	103	111	105	96
O=C(Nc1ccccc1)N1c2ccccc2SC1c1ccco1 (centres undefined)
→ 91	100	92	98	93	85	93	106	72
O=C(NCc1ccc(F)cc1)C1CN(c2ccc(Cl)cc2)N(c2ccc(Cl)cc2)C1=O (centres undefined)
→ 78	33	45	26	37	49	85	/	37
Cc1ccc(/C=C2\C(=O)N(C)c3ccc(S(=O)(=O)Nc4ccc(C(C)(C)C)cc4)cc32)s1
→ 58	60	68	65	50	37	85	71	-18*
COC(=O)c1cc(N=C2NC(=O)/C(=C/c3c(F)c(F)c(F)c(F)c3F)S2)ccc1O
→ 98	104	102	108	105	102	106	109	91
O=C(O)c1cn(C2CC2)c2cc(N3CCN(C(=O)N4CCOCC4)CC3)c(F)cc2c1=O
→ 105	104	103	102	112	110	107	110	98
COC(=O)[C@]1(C)N[C@H](c2cn(-c3ccccc3)nc2-c2ccccc2)[C@@H]2C(=O)N(c3ccc(Cl)cc3)C(=O)[C@@H]21
→ 101	102	101	98	102	99	99	111	91
COc1cc(-c2nc(-c3nc4ncccc4[nH]3)cc3c2[nH]c2ccccc23)cc(OC)c1OC
→ 92	98	97	93	100	91	98	105	/

# Limited to HCT-15 and SNB-19, for some of the entries so far:
Compound,HCT-15,SNB-19
O=C(O)c1cn(C2CC2)c2cc(N3CCN(C(=O)N4CCOCC4)CC3)c(F)cc2c1=O,103,105
COC(=O)[C@]1(C)N[C@H](c2cn(-c3ccccc3)nc2-c2ccccc2)[C@@H]2C(=O)N(c3ccc(Cl)cc3)C(=O)[C@@H]21,101,101

# Later entries
# Each structure is followed by: SNB-19	KM12	HCT-15	HT29	SW-620	HCT-116	HCC-2998	COLO 205	SNB-75
O=C(NCCCCCCNC(=O)NCc1ccco1)NCc1ccco1
→ 106	105	104	111	109	100	110	106	96
CC1=C2[C@@H](CC1=O)[C@](C)(O)CC[C@@H]1[C@@H](CN(C)C)C(=O)O[C@@H]21
→ 95	/	84	113	91	95	134	115	67
COc1ccc(Cn2ccc3c2-c2oncc2CCC3)cc1
→ 90	96	86	104	98	89	114	123	94
O=C1OC(C(O)C(O)CO)C(O)=C1O (centres undefined)
→ 98&100	103&109	100&100	96&102	105&117	93&100	-24*!	97&101	90&100
CSC(=O)Sc1nc2ccccc2s1
→ 94	114	99	115	105	95	107	104	86
CC(C)CCC[C@@H](C)[C@H]1CC[C@H]2[C@@H]3CCC4=C(Cl)C(=O)CC[C@]4(C)[C@H]3CC[C@]12C
→ 98	103	107	101	97	96	108	111	101
O=C(O)CCC(=O)c1cccc2ccccc12
→ 105	100	105	101	103	101	105	99	101
CC1CC(C)(C)CC(=O)O1 (centres undefined)
→ 109	106	97	108	110	114	/	106	68

# Rewritten bar-delimited: 2 of the compounds above.
structure | SNB-19 | KM12 | HCT-15 | HT29 | SW-620 | HCT-116 | HCC-2998 | COLO 205 | SNB-75
O=C1OC(C(O)C(O)CO)C(O)=C1O (centres undefined) | 98&100 | 103&109 | 100&100 | 96&102 | 105&117 | 93&100 | -24*! | 97&101 | 90&100
CSC(=O)Sc1nc2ccccc2s1 | 94 | 114 | 99 | 115 | 105 | 95 | 107 | 104 | 86

# Hits appear at their usual frequency; overall some 10% were active at least once.
